# Assay outcomes: PubChem, several laboratories
# Her2 expr inh = Her2 kinase expression inhibition; SKBR-3 HER2 protein level, AlphaScreen, 18-24 h; stronger effect = lower value; P04626; actives 0.69% (n = 65,000); HER2 level % of control, % at 10 µM;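 active = HER2 level under 5% of the carrier-only control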;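 also: 100% = DMSO carrier and 0% = 500 nM PU-H71 HSP90 inhibitor; lower value means stronger loss of Her2 protein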
# Jurkat viability = reduces viability or proliferation of Jurkat cells | Jurkat E6.1 viability, ATP luminescence, 48 h | inhibition, % at 4 µM | actives 1.2% (n = 56,000) | AID 463;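 active = inhibition above the mean inhibition of all tested compounds plus 3 SD, cut at about 28% in these data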
# M1 antagonist = antagonists of rat M1 muscarinic receptor. P08482. actives 3.4% (n = 64,000). B-score at 10 µM. CHO-M1 cells, Fluo-4 calcium, ACh EC80 antagonist mode; stronger effect = lower value;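 active = calcium fluorescence response, raw or row-and-column corrected B-score, differing from the plate sample mean either way at a set confidence level, mostly lower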
# M1 ag = M1 muscarinic receptor agonism | CHO-M1 cells, Fluo-4 calcium fluorescence, agonist mode; stronger effect = higher value | B-score at 10 µM | actives 3% (n = 64,000) | AID 626;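 active = fluorescence rise, raw or as B-score row- and column-corrected plate score, outside the 99.7% band of its plate's samples, either direction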
# S1P3 agonist = activates the human S1P3 receptor. Q99500. S1P3 NFAT-BLA reporter cells, agonism, FRET ratio; relative to 1 µM S1P, basal subtracted. activation, % at 4.5 µM. actives 0.1% (n = 60,000). AID 373;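 active = activation above the screen-wide mean plus 3 SD, cut at about 4.5% in these data, passing the limit was not always enough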; also: some compounds called inactive have numbers as strong as hits
# Target sequence (Q99500 whole entry, looked up): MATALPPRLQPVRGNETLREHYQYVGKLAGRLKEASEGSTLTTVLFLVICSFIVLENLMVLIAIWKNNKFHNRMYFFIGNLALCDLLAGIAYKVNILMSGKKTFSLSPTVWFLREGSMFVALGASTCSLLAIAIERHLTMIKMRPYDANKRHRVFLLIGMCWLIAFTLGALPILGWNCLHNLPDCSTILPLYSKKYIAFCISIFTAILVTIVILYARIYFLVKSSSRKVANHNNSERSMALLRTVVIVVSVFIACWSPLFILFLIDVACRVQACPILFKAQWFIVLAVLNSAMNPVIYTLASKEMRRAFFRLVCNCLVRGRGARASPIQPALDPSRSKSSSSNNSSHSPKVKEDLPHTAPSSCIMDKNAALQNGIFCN
#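 Assay system: CHO cells stably expressing human S1P3, Gα16 and NFAT-β-lactamase reporter. Timing: overnight plating, 4 h compound 37 °C, 2 h substrate RT. Signal: β-lactamase FRET emission ratio 460/535 nm. Measure: percent activation versus median 1 µM S1P response, basal-subtracted, per plate. Repeats: primary screen single test, confirmation screen in triplicate.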
# HTR1E antagonist = antagonists of human 5-HT1E serotonin receptor. AID 571. CHO 5-HT1E Ga15 NFAT-bla reporter, FRET, antagonist. actives 0.99% (n = 65,000). P28566. inhibition, % at 6 µM;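 active = inhibition above a set limit, the mean inhibition across every tested compound plus 3 SD, cut at about 29% in these data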;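 also: signal is the 460 over 535 nm emission ratio of beta-lactamase substrate; 0% = agonist plus DMSO wells and 100% = wells without agonist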
# 5HT1E ag = agonists of human 5-HT1E serotonin receptor; CHO 5-HT1E Ga15 NFAT-bla reporter, FRET; 0% DMSO wells, 100% control agonist wells; P28566; activation, % at 6 µM; actives 0.69% (n = 65,000); AID 574;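 active = activation above a set limit, the screen-wide mean activation plus 3 SD, cut at about 8.5% in these data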;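 also: 100% = positive control agonist at 1 µM giving full maximal response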
# S1P1 ag pot = activates or potentiates agonism at human S1P1 receptor; P21453; S1P1 CRE-bla cells, forskolin, beta-lactamase FRET, potentiator mode; S1P1 agonist co-added at EC20, 2 nM; 100% = saturating reference agonist, 0% = basal; activation, % at 9.5 µM; actives 0.57% (n = 56,000); AID 449;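 active = activation above a cutoff set at the mean activation of all tested compounds plus 3 SD, cut at about 54% in these data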;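 also: forskolin at 4 µM as EC80 and the EC20 agonist is SEW2871; 100% = SEW2871 at its EC100 plus forskolin at EC80; some compounds past the cut are filed as inactive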
# Target sequence (P21453 whole entry, looked up): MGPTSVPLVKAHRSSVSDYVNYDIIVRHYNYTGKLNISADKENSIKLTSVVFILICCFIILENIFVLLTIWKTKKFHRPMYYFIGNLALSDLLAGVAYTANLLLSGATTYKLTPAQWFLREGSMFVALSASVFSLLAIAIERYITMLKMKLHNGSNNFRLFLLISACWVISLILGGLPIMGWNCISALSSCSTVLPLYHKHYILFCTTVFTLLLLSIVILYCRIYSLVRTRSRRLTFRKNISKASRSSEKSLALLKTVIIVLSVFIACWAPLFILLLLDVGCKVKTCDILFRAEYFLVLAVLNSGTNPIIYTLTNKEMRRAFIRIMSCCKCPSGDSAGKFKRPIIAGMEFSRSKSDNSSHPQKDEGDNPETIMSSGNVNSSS
# HEK293 NFkB inh = lowers PMA/ionomycin-induced NF-kB signal in HEK293 cells; inhibition, % at 3 µM; AID 465; actives 0.21% (n = 62,000); HEK-293 NF-kB luciferase reporter, luminescence;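 active = inhibition above the mean of all tested compounds plus 3 SD, cut at about 40% in these data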;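 also: 0% = stimulated DMSO wells and 100% = 10 µM reference inhibitor 5653914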
#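 Reagent: PMA plus ionomycin mix as NF-kB-activating stimulus. Assay system: NF-kB luciferase reporter HEK-293 cells. Technique: luminescence from luciferase substrate reagent. Incubation: 1 h compound pre-incubation, 16 h PMA/ionomycin at 37 °C. Benchmarks: DMSO only as uninhibited control, 10 µM reference inhibitor as full inhibition. Repeats: tested once.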
# * = called active by the depositor; . = not tested or not shown. Not a hit list. Share with any hit: about 9.2%.
cpd	molecule	Her2 expr inh	Jurkat viability	M1 antagonist	M1 ag	S1P3 agonist
1	O=C(NCc1cccs1)Nc1ccc2c(c1)OCO2	97.4	0.8	0.105	3.08*	-2.0
2	CCC1(CC)Cc2ccccc2C(N)=C1C#N	94.4	-0.7	-1.47	1.12	0.5
3	CCN(CC)S(=O)(=O)c1ccc(-c2nnc(SCC(=O)c3ccc(OC)cc3)o2)cc1	96.4	-2.4	0.517	0.101	-1.4
4	CCCCn1nnnc1NCc1cc(OC)c(OC)c(OC)c1	79.0	-0.8	-1.18	-0.903	-0.3
5	Cc1nc2ccccc2c2oc(C(=O)NCc3ccc4c(c3)OCO4)cc12	85.7	12.9	-2.03*	2.61*	-1.4
6	CCOC(=O)c1c(NC(=O)c2cccs2)sc2c1CCN(C(=O)OCC)C2	30.7	-5.0	0.76	0.0915	-0.8
7	CC(=O)Nc1ccc(C(=O)CSc2nnc(C)o2)cc1	62.6	2.5	0.0728	0.897	-1.1
8	CCOC(=O)CSc1cc(C)nc(N)n1	58.2	-9.1	-0.0423	0.918	0.1
9	N#Cc1nc(COc2ccc(Cl)cc2)oc1N1CCN(Cc2ccccc2)CC1	109.2	.	0.021	-0.303	-0.5
10	CCOC(=O)CCNC(=O)Nc1ccc2nc(C)n(Cc3ccccc3Cl)c(=O)c2c1	84.1	-2.6	0.323	-0.348	-0.7
11	COc1cc(C2=NOC(C(=O)N3CCCCCC3)C2)cc(OC)c1OC (centres undefined)	122.9	-7.7	-0.432	0.238	1.6
12	COc1cc(-c2c(C#N)c(=O)[nH]c3c2c(C)nn3-c2ccccc2)ccc1O	90.1	-2.2	0.469	0.676	-0.6
13	C=CCNc1nc(Nc2ccc(OC)cc2OC)nc(OCC)n1	102.3	-5.9	0.00714	0.371	-0.8
14	O=C(COc1cc(Cl)c(Cl)cc1Cl)Nc1ccncc1	132.5	1.9	.	.	0.0
15	Cc1cc(N2CCN(c3nc4ccccc4s3)CC2)n2ncnc2n1	95.4	82.9*	-1.38	3.61*	-0.2

cpd	HTR1E antagonist	5HT1E ag	S1P1 ag pot	HEK293 NFkB inh
1	3.8	-0.8	-1.8	-16.2
2	0.6	0.3	.	0.1
3	-1.6	0.3	-10.5	8.4
4	-1.9	-0.7	-12.5	10.4
5	15.7	-0.7	43.5	2.2
6	21.1	-0.3	4.4	8.4
7	4.5	-0.5	2.3	3.2
8	9.3	0.1	.	5.2
9	-1.4	0.1	18.8	.
10	12.3	0.5	-1.5	4.3
11	3.6	0.9	-11.0	11.5
12	-2.8	-0.1	-7.1	-1.8
13	3.8	1.2	9.9	11.2
14	-11.0	0.7	.	-1.1
15	0.6	1.5	58.3*	24.6

# Further results.
cpd	molecule	Her2 expr inh	Jurkat viability	M1 antagonist	M1 ag	S1P3 agonist
16	Cc1cccc(C)c1NC(=O)CC(NCc1ccco1)C(=O)O (centres undefined)	78.8	-3.8	0.00551	-0.311	-0.9
17	C=CCn1c(SCC(=O)Nc2c(C)nn(Cc3ccccc3)c2C)nnc1C(O)c1ccccc1 (centres undefined)	88.2	-9.7	0.000143	0.0461	-0.8
18	c1cc(-c2noc(-c3ccc4c(c3)OCO4)n2)ccn1	85.1	-0.8	0.0999	-0.00712	-0.2
19	Cc1ccc(CNS(=O)(=O)c2ccc(C(C)(C)C)cc2)n1C	57.2	-4.1	-0.503	0.224	-0.9
20	Cc1ccc(C)c(-n2c(Cc3cc(=O)[nH]c(=O)[nH]3)nnc2SC(C)C)c1	123.8	-3.4	-0.685	0.829	-0.3
21	COc1ccc(-n2nnnc2SCC(=O)N2CCCC2)cc1OC	95.7	8.5	0.452	-0.273	0.3
22	CCN(CCCn1c(=S)[nH]c2ncccc2c1=O)c1ccccc1	88.8	-4.5	-0.472	-0.282	0.8
23	CCS(=O)(=O)N1CCCC(C(=O)NCc2cccc(OC)c2)C1 (centres undefined)	86.7	5.8	-0.123	0.508	0.5
24	Cc1ccc(-c2csc3nnc(SCC(=O)Nc4cccc(C)n4)n23)cc1	110.8	1.9	-0.626	3.89*	-1.2
25	Cc1cc(C)c2c(N)c(C(=O)NCc3ccco3)sc2n1	91.3	-1.4	0.156	0.7	0.5
26	COc1ccc(C2CC(c3ccc(F)cc3)Nc3nc(N)nn32)cc1 (centres undefined)	88.1	2.6	0.516	-0.643	-1.1
27	CCCn1nc(NS(C)(=O)=O)c2cc3cccc(C)c3nc21	82.4	-7.6	0.395	-0.4	-1.6
28	Nc1nnnn1/N=C/c1cccs1	161.4	.	-0.252	0.0257	-6.3
29	O=C(O)CCn1cnc2ccccc2c1=O	89.5	1.0	0.666	-0.306	0.3
30	Cc1nnc(SCC(=O)N2CCc3ccccc32)n1-c1ccccc1	92.0	1.6	-0.475	-0.367	-0.6

cpd	HTR1E antagonist	5HT1E ag	S1P1 ag pot	HEK293 NFkB inh
16	1.8	-0.4	3.5	0.7
17	-4.0	-2.4	7.9	17.8
18	4.8	0.5	11.7	-17.4
19	9.2	0.5	.	4.0
20	6.3	-0.1	-7.9	-3.1
21	18.9	-0.8	5.5	-7.7
22	-2.6	0.0	5.4	7.0
23	-1.9	0.0	2.9	17.4
24	12.2	-1.5	1.6	13.7
25	-7.5	-0.4	-5.0	12.0
26	-8.4	0.1	-6.8	6.6
27	0.4	1.6	-4.6	14.2
28	10.6	-0.8	7.0	.
29	2.9	0.3	9.6	22.7
30	-3.1	-0.4	-8.0	4.1

# Structures shown so far that have a COOH group, in the order listed:
cpd	molecule	Her2 expr inh	Jurkat viability	M1 antagonist	M1 ag	S1P3 agonist
16	Cc1cccc(C)c1NC(=O)CC(NCc1ccco1)C(=O)O (centres undefined)	78.8	-3.8	0.00551	-0.311	-0.9
29	O=C(O)CCn1cnc2ccccc2c1=O	89.5	1.0	0.666	-0.306	0.3

cpd	HTR1E antagonist	5HT1E ag	S1P1 ag pot	HEK293 NFkB inh
16	1.8	-0.4	3.5	0.7
29	2.9	0.3	9.6	22.7

# A few values from above.
# compound 28 – S1P3 agonist = -6.3
# compound 21 – S1P3 agonist = 0.3

# Remaining list, next part:
cpd	molecule	Her2 expr inh	Jurkat viability	M1 antagonist	M1 ag	S1P3 agonist
31	COc1cc(C)nc(Nc2nc(C)c(C(C)=O)s2)n1	70.7	.	0.166	0.0858	-2.7
32	Cc1ccc2c(C(=O)CN3CCN(c4ccccc4)CC3)c(C)[nH]c2c1	78.6	10.3	-0.0274	-0.357	-1.2
33	Cc1cc(NC(=O)CSc2ccc3c(c2)OCCO3)no1	96.9	1.4	-0.0269	0.0651	-1.5
34	COc1ccccc1-c1noc(-c2ccccc2)n1	70.7	0.5	-16.9*	-0.00436	-0.3
35	Cc1ccc(NC(=O)c2cccc(Cl)c2)nc1	99.5	3.3	0.116	-0.62	-1.0
36	CN1CCN(S(=O)(=O)c2ccc(Sc3nc4ccccc4[nH]3)c3nsnc23)CC1	62.0	0.0	0.197	0.248	-0.3
37	O=S(=O)(Nc1nccs1)c1cc(Cl)ccc1Cl	111.0	-7.4	0.00197	-0.613	1.2
38	CCOC(=O)c1cncc(NC(=O)c2ccccc2)c1	96.2	-1.1	0.0184	-1	-1.3
39	CC(OC(=O)c1ccco1)C(=O)NCc1cccs1 (centres undefined)	93.6	-6.5	0.553	-0.198	-0.7
40	O=C1CCCCCC1C1(O)C(=O)Nc2ccccc21 (centres undefined)	76.2	1.4	-0.554	-0.714	-1.3
41	Cc1ccc(S(=O)(=O)NCC(=O)OCC(=O)N2CCc3ccccc32)cc1	80.8	-0.6	-0.00771	-0.29	0.7
42	Cc1cc(O)c(C(C)C)cc1NC(=O)Cn1nc(C)c2ccccc2c1=O	77.8	-3.2	.	.	-0.9
43	O=C(Cc1cccs1)NCc1cccs1	61.7	-11.4	-0.562	-0.0844	-0.2
44	CCC(=O)N/C(N)=N/c1nc(C)c2cc(OC)ccc2n1	99.8	0.0	-0.00169	-0.512	-1.1
45	Cc1ccc(S(=O)(=O)NC(=O)N2CCC(C)CC2)cc1	116.1	-1.4	0.486	-0.613	-0.9

cpd	HTR1E antagonist	5HT1E ag	S1P1 ag pot	HEK293 NFkB inh
31	4.5	-0.9	-51.6	.
32	3.9	0.0	-1.1	3.5
33	-3.1	-1.0	-17.8	13.8
34	-6.8	-1.2	24.6	-28.9
35	-7.4	-0.3	-26.0	1.0
36	7.9	0.8	4.5	2.6
37	-12.1	0.1	8.1	-0.2
38	-9.2	0.4	3.1	2.9
39	-11.1	-1.7	-22.5	1.1
40	-7.5	-0.4	-23.9	1.5
41	-5.8	0.0	-1.1	3.7
42	-8.2	0.2	-2.3	6.2
43	6.6	-1.0	-9.3	3.4
44	3.7	0.8	-10.1	-5.8
45	0.9	0.2	-10.5	10.9

# Ordered by value in S1P1 ag pot (largest number first): 3 of the compounds above
item	Compound	Her2 expr inh	M1 antagonist	M1 ag	S1P3 agonist	HTR1E antagonist	5HT1E ag	S1P1 ag pot	HEK293 NFkB inh
32	Cc1ccc2c(C(=O)CN3CCN(c4ccccc4)CC3)c(C)[nH]c2c1	78.6	-0.0274	-0.357	-1.2	3.9	0.0	-1.1	3.5
44	CCC(=O)N/C(N)=N/c1nc(C)c2cc(OC)ccc2n1	99.8	-0.00169	-0.512	-1.1	3.7	0.8	-10.1	-5.8
33	Cc1cc(NC(=O)CSc2ccc3c(c2)OCCO3)no1	96.9	-0.0269	0.0651	-1.5	-3.1	-1.0	-17.8	13.8

# Other structures follow.
cpd	molecule	Her2 expr inh	Jurkat viability	M1 antagonist	M1 ag	S1P3 agonist
46	O=C(NCc1ccccn1)Nc1cccc(Cl)c1	116.8	-5.8	-0.128	0.706	-1.3
47	CCOC(=O)CSc1ncnc2c1cnn2-c1ccccc1	119.0	-1.7	0.348	0.0732	-0.4
48	COc1ccc(OCC(=O)Nc2cccc(OC)c2)cc1	98.7	2.2	-0.548	0.345	-1.5
49	O=C(NCc1ccc(Cl)cc1Cl)c1ccccn1	102.1	-4.5	0.0764	-0.406	-0.7
50	CCOc1ccccc1NC(=O)C1CC2CCCC(C1)C2=O (centres undefined)	101.8	1.2	-0.0513	0.275	-0.3
51	COC(=O)c1ccccc1NC(=O)Cn1c(SC)c(F)cnc1=O	68.7	4.0	0.997*	0.284	-0.3
52	COC(=O)c1cc2occc2n1CC(=O)N(C)C1CCCCC1	98.5	1.1	-0.348	0.465	-1.5
53	COc1ccc(C2C(C(=O)N3CC(C)CC(C)C3)c3ccccc3C(=O)N2C)cc1 (centres undefined)	108.6	.	-0.892	0.00278	.
54	COc1ccc(OC)c(N)c1	104.0	4.6	-0.00626	-1.02	-0.1
55	O=C(O)[C@@H](c1ccccc1)N1Cc2ccccc2C1=O	113.7	-2.0	-0.254	3.03*	0.3

cpd	HTR1E antagonist	5HT1E ag	S1P1 ag pot	HEK293 NFkB inh
46	12.5	-1.9	-5.2	-4.5
47	-3.9	-0.5	2.3	16.2
48	6.5	0.9	7.8	21.2
49	-3.0	-0.8	-17.1	15.1
50	0.3	-0.3	-0.3	12.1
51	-4.9	0.3	-9.4	8.6
52	-7.0	-1.0	4.3	5.9
53	-6.9	-0.1	.	19.2
54	2.7	1.4	-15.2	14.0
55	-14.8	-0.7	0.7	21.1
